inhibitors of VEEV = inhibitors of VEEV TC-83 cytopathic effect, confirmation, Vero cells (AID 588727) | Vero cells, VEEV TC-83 cytopathic effect inhibition; higher % means a stronger effect | one-dose inhibition, % at 20 µM; IC50 in µM for titrated hits | 0.13% of 350,000 active; in the data active means a potency from the dose series; inconclusive means inhibition mostly from about 14% at the one dose, without a potency; inactive means the rest, 99 in 100 with inhibition below about 12%; further: strong numbers were not always called active
H1N1 NS1A inhibition = NS1A inhibition, H1N1 influenza, cell based functional assay (AID 504329); NS1A functional cell-based assay, percent inhibition; higher % means a stronger effect; one-dose inhibition, % at 12.5 µM; IC50 in µM for titrated hits; 0.3% of 340,000 active; in the data active means a potency from the dose series; inconclusive means inhibition above about 27% without an active follow-up result; further: strong numbers were not always called active
H37Rv inhibition = M. tuberculosis growth inhibition, HTS (AID 449762); M. tuberculosis H37Rv growth inhibition, 7H9 media; higher % means a stronger effect; one-dose inhibition, % at 25 µM; IC50 in µM for titrated hits; 0.59% of 330,000 active; in the data active means a potency from the dose series; inconclusive means inhibition above about 70% without an active follow-up result;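 further: bacterial growth assessed after seven days of incubation; strong numbers were not always called active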
PhoP GFP inhibition = PhoP regulon inhibitors, Salmonella typhi PhoP promoter GFP reporter, confirmatory (AID 1850) | inhibition, % at 50 µM, or IC50 in µM where a hit was titrated | 0.33% of 310,000 active | Salmonella Typhi PhoP-promoter GFP reporter, fluorescence, 4 h; higher % means a stronger effect; in the data active means a potency from the dose series; inconclusive means inhibition mostly from about 25% at the one dose, without a potency; inactive means the rest, 99 in 100 with inhibition below about 19%;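 further: 0% = induced wells with vehicle and 100% = uninduced wells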
M. tuberculosis = growth inhibition of non-replicating M. tuberculosis (AID 488890); Mycobacterium tuberculosis non-replicating, growth inhibition; higher % means a stronger effect; inhibition, % at 25 µM; hits with a dose series show IC50 in µM; 0.39% of 320,000 active; in the data active means a potency from the dose series; inconclusive means inhibition mostly from about 82% at the one dose, without a potency; inactive means the rest, 99 in 100 with inhibition below about 76%;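 further: plate controls were DMSO cells for no effect and high antibiotic wells for full effect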
inhibitors of VEEV 10K pilot screen = second read-out of inhibitors of VEEV, no call of its own (marks repeat the call); inhibition, %; measured here: 10K pilot screen inhibition
* = called active by the depositor; & = joins results of further samples.

`O=C(O)CC(=O)NC12CC3CC(CC(C3)C1)C2` gave inhibitors of VEEV inactive, H1N1 NS1A inhibition 2%&5%, H37Rv inhibition 4%&-4%, PhoP GFP inhibition 10%&-15% and M. tuberculosis -15%&-4%.
COC(=O)CC1C(=O)NCCN1C(=S)Nc1ccccc1 (stereo not drawn) was read as inhibitors of VEEV 0.3%, H1N1 NS1A inhibition -6%, H37Rv inhibition -3%, PhoP GFP inhibition 0% and M. tuberculosis 3%.
For COc1ccccc1OCCCCN1CCC(C)CC1 the results were inhibitors of VEEV inactive, H1N1 NS1A inhibition -3%, H37Rv inhibition -4%, PhoP GFP inhibition -5% and M. tuberculosis 1%.
For Cc1cc(NC(=O)COc2coc(CN3CCN(c4ccccc4)CC3)cc2=O)no1 the results were inhibitors of VEEV 0.3%, H1N1 NS1A inhibition -3%, H37Rv inhibition 6%, PhoP GFP inhibition 1% and M. tuberculosis -2%.
`Cc1nc(Cc2nnc(SCC(=O)N3CCN(c4ccc(O)cc4)CC3)o2)cs1` gave inhibitors of VEEV inactive, H1N1 NS1A inhibition 0%, H37Rv inhibition 1% and M. tuberculosis 53%.
`COc1ccc(C(=O)c2ccc(N3CCOCC3)c([N+](=O)[O-])c2)cc1` gave inhibitors of VEEV 3.5%, H1N1 NS1A inhibition 0%, H37Rv inhibition 4%, PhoP GFP inhibition 2% and M. tuberculosis 3%.
For O=C(Nc1ccc(N2CCOCC2)cc1N1CCOCC1)c1ccc([N+](=O)[O-])cc1 the results were inhibitors of VEEV 2.0%, H1N1 NS1A inhibition -1%, H37Rv inhibition 5%, PhoP GFP inhibition -2% and M. tuberculosis 3%.
Screening O=C1CCCN1CCCNc1ncnc2c1cnn2-c1ccc(Cl)cc1 returned inhibitors of VEEV 5.5%, H1N1 NS1A inhibition -1%, H37Rv inhibition -7% and PhoP GFP inhibition -14%.
Screening CN1C2CCC1C(C(=O)O)C(OC(=O)c1ccccc1)C2 (stereo not drawn) returned inhibitors of VEEV 0.7%, H1N1 NS1A inhibition -6%, H37Rv inhibition -8% and M. tuberculosis -10%.
Screening CCOC(=O)N1CCC(NC(=O)CSCc2nc(-c3ccccc3Cl)oc2C)CC1 returned inhibitors of VEEV inactive, H1N1 NS1A inhibition 0%, H37Rv inhibition 2%, PhoP GFP inhibition -4% and M. tuberculosis 2%.
Screening COc1ccc(-c2noc(CCCC(=O)NCc3ccco3)n2)cc1OC returned inhibitors of VEEV 3.2%, H1N1 NS1A inhibition 0%, H37Rv inhibition 3%, PhoP GFP inhibition 2% and M. tuberculosis -17%.
Screening COC(=O)C(CCSC)NC(=O)c1cn(-c2ccc(OC)cc2)c(=O)c2ccccc12 (stereo not drawn) returned inhibitors of VEEV 0.4%, H1N1 NS1A inhibition -6%, H37Rv inhibition 12µM*, PhoP GFP inhibition 1% and M. tuberculosis inconclusive.
`C=C(C)CNC(=S)N/N=C\c1ccc2c(c1)OCO2` gave inhibitors of VEEV inactive, H1N1 NS1A inhibition 0%, H37Rv inhibition -8%, PhoP GFP inhibition 13% and M. tuberculosis -7%.
`CCN(C(=O)COC(=O)c1ccccc1NCCO)C1CCS(=O)(=O)C1` (stereo not drawn) gave inhibitors of VEEV 1.1%, H1N1 NS1A inhibition -19%, H37Rv inhibition -4%, PhoP GFP inhibition 3% and M. tuberculosis -21%.
`Cc1ccc(S(=O)(=O)c2c(N)n(NC(=O)C3CC3)c3nc4ccccc4nc23)cc1` gave inhibitors of VEEV 1.1%, H1N1 NS1A inhibition -7%, H37Rv inhibition 4%, PhoP GFP inhibition 5% and M. tuberculosis 10%.
Screening Cc1ccc(CNC(=O)C(C)OC(=O)c2ccco2)cc1 (stereo not drawn) returned inhibitors of VEEV 0.5%, H1N1 NS1A inhibition 7%, H37Rv inhibition -6%, PhoP GFP inhibition 8% and M. tuberculosis -1%.
For COc1ccc(C2=NO[C@@H]3[C@@H]4C[C@@H]([C@H]5C(=O)N(C)C(=O)[C@@H]45)[C@H]23)cc1 the results were inhibitors of VEEV 0.6%, H1N1 NS1A inhibition -4%, H37Rv inhibition 5%, PhoP GFP inhibition 9% and M. tuberculosis 4%.
`O=C(Nc1nnc(CCN2CCCCC2)s1)c1cccc(Cl)c1` gave inhibitors of VEEV 2.8%, H1N1 NS1A inhibition -3%, H37Rv inhibition 1%, PhoP GFP inhibition -11% and M. tuberculosis -2%.
`CCN(CC)c1ccc(/C=N/N=C(c2ccccc2)c2ccccc2)c(O)c1` gave inhibitors of VEEV 0.0%, H1N1 NS1A inhibition 13%, H37Rv inhibition 20%, PhoP GFP inhibition -12% and M. tuberculosis 5%.
CCCC(c1nnnn1Cc1ccco1)N1CCN(c2ccccc2)CC1 (stereo not drawn) was read as inhibitors of VEEV inactive, H1N1 NS1A inhibition -4%, H37Rv inhibition 2%, PhoP GFP inhibition 7% and M. tuberculosis 15%.
`CCOc1ccc(NC2=NCC(=O)N2CCc2ccccc2)cc1` gave inhibitors of VEEV inactive, H1N1 NS1A inhibition 16%, H37Rv inhibition -4%, PhoP GFP inhibition -2% and M. tuberculosis 29%.
`Cc1nn(-c2ccccc2)cc1C(c1c(N)[nH]c(=S)[nH]c1=O)c1c(N)[nH]c(=S)[nH]c1=O` gave inhibitors of VEEV 0.8%, H1N1 NS1A inhibition 1%, H37Rv inhibition 5%, PhoP GFP inhibition -2%, M. tuberculosis -14% and inhibitors of VEEV 10K pilot screen 0.5.
`Cc1c(C(=O)OCC(=O)N(CCC#N)c2ccccc2)oc2c1ccc1ccccc12` gave inhibitors of VEEV 3.8%, H1N1 NS1A inhibition 8%, H37Rv inhibition -5%, PhoP GFP inhibition -5% and M. tuberculosis 24%.
`COc1cc(-c2nnc(COc3ccc(Cl)cc3C)o2)cc(OC)c1OC` gave inhibitors of VEEV 0.9%, H1N1 NS1A inhibition -4%, H37Rv inhibition -7%, PhoP GFP inhibition -11% and M. tuberculosis 4%.
`CCCCc1nc2n[nH]c(N)c2c2c1CCCC2` gave inhibitors of VEEV 1.8%, H1N1 NS1A inhibition 0%, H37Rv inhibition 5%, PhoP GFP inhibition 3% and M. tuberculosis 12%.
CN(Cc1nc(-c2cnccn2)no1)CC1(c2ccccc2)CC1(C)C (stereo not drawn) was read as inhibitors of VEEV 1.7%, H1N1 NS1A inhibition 4%, H37Rv inhibition 4%, PhoP GFP inhibition 1% and M. tuberculosis 39%.
Screening CC(OC(=O)CCC(=O)N1CCN(S(=O)(=O)c2ccc3ccccc3c2)CC1)C(=O)NC(N)=O (stereo not drawn) returned inhibitors of VEEV inactive, H1N1 NS1A inhibition -15%, H37Rv inhibition 8%, PhoP GFP inhibition -2% and M. tuberculosis 12%.
CC(C)c1nc2c(s1)CCc1onc(-c3ccc(Cl)cc3)c1-2 was read as inhibitors of VEEV 3.5%, H1N1 NS1A inhibition 3%, H37Rv inhibition 1%, PhoP GFP inhibition 3% and M. tuberculosis -2%.
C[C@H](NC(=O)c1nc[nH]c1C(=O)NC(c1ccccc1)c1ccccc1)C(=O)OC(C)(C)C was read as inhibitors of VEEV 6.9%, H1N1 NS1A inhibition 0%, H37Rv inhibition -1%, PhoP GFP inhibition -17% and M. tuberculosis 65%.
For N#C/C(=C\C=C\c1ccccc1)C(=O)Nc1ccccc1 the results were inhibitors of VEEV 1.6%, H1N1 NS1A inhibition -6%, H37Rv inhibition 6%, PhoP GFP inhibition -3% and M. tuberculosis inconclusive.
Screening COc1ccc(CCNC(=O)CSc2nc(-c3ccco3)cc(C(F)(F)F)n2)cc1 returned inhibitors of VEEV inactive, H1N1 NS1A inhibition -3%, H37Rv inhibition -8%, PhoP GFP inhibition -7% and M. tuberculosis 27%.
Screening Cc1ccc(-c2nn3c(C)nnc3s2)cc1NC(=O)c1ccc(OC(C)C)cc1 returned inhibitors of VEEV 5.5%, H1N1 NS1A inhibition 7%, H37Rv inhibition 4%, PhoP GFP inhibition 2% and M. tuberculosis 20%.
For OCCNc1nc(Nc2ccccc2Cl)nc(N2CCCC2)n1 the results were inhibitors of VEEV 0.6%, H1N1 NS1A inhibition 0%, H37Rv inhibition 4%, PhoP GFP inhibition -6%, M. tuberculosis 1% and inhibitors of VEEV 10K pilot screen 0.6.
Screening COc1cccc(Sc2nc(-c3ccccc3)ncc2S(C)(=O)=O)c1 returned inhibitors of VEEV inactive, H1N1 NS1A inhibition -2%, H37Rv inhibition 6%, PhoP GFP inhibition 0% and M. tuberculosis -1%.
`O=C(COC(=O)c1ccc2c(c1)OCCO2)Nc1cccc(S(=O)(=O)N2CCOCC2)c1` gave inhibitors of VEEV 1.6%, H1N1 NS1A inhibition 0%, H37Rv inhibition 10%, PhoP GFP inhibition -11% and M. tuberculosis 0%.
COc1ccccc1N1CCN(CC(O)COCc2cccs2)CC1 (stereo not drawn) was read as inhibitors of VEEV 0.4%, H1N1 NS1A inhibition 1%, H37Rv inhibition 2%, PhoP GFP inhibition 0% and M. tuberculosis -4%.

Grouped by structure, the compounds so far with a COOH group.
`O=C(O)CC(=O)NC12CC3CC(CC(C3)C1)C2` gave inhibitors of VEEV inactive, H1N1 NS1A inhibition 2%&5%, H37Rv inhibition 4%&-4%, PhoP GFP inhibition 10%&-15% and M. tuberculosis -15%&-4%.
Screening CN1C2CCC1C(C(=O)O)C(OC(=O)c1ccccc1)C2 (stereo not drawn) returned inhibitors of VEEV 0.7%, H1N1 NS1A inhibition -6%, H37Rv inhibition -8% and M. tuberculosis -10%.

Going on with the list:
For CCOC(=O)C1CCc2nc3ccccc3c(=O)n21 (stereo not drawn) the results were inhibitors of VEEV 0.7%, H1N1 NS1A inhibition -6%, H37Rv inhibition 1%, PhoP GFP inhibition -11% and M. tuberculosis -6%.
Screening Cc1sc(=NC(=O)c2ccco2)n(C)c1-c1ccccc1 returned inhibitors of VEEV 0.6%, H1N1 NS1A inhibition -2%, H37Rv inhibition 2%, PhoP GFP inhibition 2% and M. tuberculosis 79%.
NS(=O)(=O)c1ccc(CNC(=O)c2cc(-c3ccccc3)nc3ccccc23)cc1 was read as inhibitors of VEEV 9.7%, H1N1 NS1A inhibition -4%, H37Rv inhibition 5%, PhoP GFP inhibition 1% and M. tuberculosis -5%.
`COc1ccc(NC(=O)C(NC(=O)c2ccc(=O)[nH]c2)c2ccc(OC)cc2)cc1` (stereo not drawn) gave inhibitors of VEEV 0.5%, H1N1 NS1A inhibition -7%, H37Rv inhibition 2%, PhoP GFP inhibition -6% and M. tuberculosis 3%.
Screening COc1ccc(NC(=O)CSc2nc3scc(C)c3c(=O)[nH]2)cc1 returned inhibitors of VEEV 1.0%, H1N1 NS1A inhibition -9%, H37Rv inhibition -8%, PhoP GFP inhibition -10% and M. tuberculosis -10%.
Screening CCN(CC)C(=O)CC1(c2ccccc2OC)CCOC(C(C)C)C1 (stereo not drawn) returned inhibitors of VEEV 0.2%, H1N1 NS1A inhibition -8%, H37Rv inhibition 8%, PhoP GFP inhibition 4% and M. tuberculosis -3%.
CCOC(=O)c1cccc(NC(=O)c2cccs2)c1 was read as inhibitors of VEEV 0.3%, H1N1 NS1A inhibition 8%, H37Rv inhibition 4%, PhoP GFP inhibition 5% and M. tuberculosis 41%.
Screening NS(=O)(=O)c1ccc(N=Cc2c(O)n(-c3ccccc3)c(=O)[nH]c2=O)cc1 returned inhibitors of VEEV 1.9%, H37Rv inhibition -4%, PhoP GFP inhibition -3% and M. tuberculosis -17%.
For COc1ccc(S(=O)(=O)N2CCN(c3ncnc4c(-c5ccccc5)nsc34)CC2)cc1 the results were inhibitors of VEEV 3.7%, H1N1 NS1A inhibition 4%, H37Rv inhibition -4%, PhoP GFP inhibition -17% and M. tuberculosis -5%.
Screening NC(=O)c1ccc(NC(=O)COC(=O)CCSc2ccccc2)cc1 returned inhibitors of VEEV 0.3%, H1N1 NS1A inhibition 14%, H37Rv inhibition -7%, PhoP GFP inhibition 0% and M. tuberculosis 2%.
Cc1noc(C)c1COc1ccccc1C(=O)N(C)CC(=O)Nc1cccc(F)c1 was read as inhibitors of VEEV 2.1%, H1N1 NS1A inhibition -9%, H37Rv inhibition -13%, PhoP GFP inhibition -9% and M. tuberculosis -30%.
Screening CS(=O)(=O)c1ccc2nc(NC(=O)C3CCCO3)sc2c1 (stereo not drawn) returned inhibitors of VEEV 1.3%, H1N1 NS1A inhibition -5%, H37Rv inhibition -2%, PhoP GFP inhibition -16% and M. tuberculosis 8%.
For CC1CCN(CCCn2c(=S)[nH]c3c(sc4ccccc43)c2=O)CC1 the results were inhibitors of VEEV inactive, H1N1 NS1A inhibition 4%, H37Rv inhibition 10%, PhoP GFP inhibition -4% and M. tuberculosis 15%.
`O=C1NC(=O)C(c2ccccc2)(C2CCCC2)N1` (stereo not drawn) gave inhibitors of VEEV inactive and H1N1 NS1A inhibition -13%.

Source: PubChem BioAssay
